CRFBP-R2 agonist – CRF-BP/CRF-R2 complex agonism; HEK293 CRF-R2/CRF-BP, calcium dye fluorescence (FLIPR); percent of saturating CRF peptide response; activation, % at 13.2 µM; 0.46% of 350,000 active;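 active = activation of at least 50%, plus an integration ratio under a set limit after plate pattern correction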;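 note: plate controls were neutral control wells without compound for no effect and CRF at EC100 for full effect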
CHRM4 antagonist – CHRM4 antagonism in calcium assay; 0.73% of 360,000 active; CHO-hM4 cells, ACh EC80, Fluo-8 calcium fluorescence; inhibition, % at 3 µM;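 active = inhibition above its plate's cutoff, the mean inhibition of sample wells plus 3 SD, cut at about 27% in these data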;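 note: 0% = acetylcholine EC80 with DMSO and 100% = DMSO without agonist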
Target sequence (P08173 whole entry, looked up): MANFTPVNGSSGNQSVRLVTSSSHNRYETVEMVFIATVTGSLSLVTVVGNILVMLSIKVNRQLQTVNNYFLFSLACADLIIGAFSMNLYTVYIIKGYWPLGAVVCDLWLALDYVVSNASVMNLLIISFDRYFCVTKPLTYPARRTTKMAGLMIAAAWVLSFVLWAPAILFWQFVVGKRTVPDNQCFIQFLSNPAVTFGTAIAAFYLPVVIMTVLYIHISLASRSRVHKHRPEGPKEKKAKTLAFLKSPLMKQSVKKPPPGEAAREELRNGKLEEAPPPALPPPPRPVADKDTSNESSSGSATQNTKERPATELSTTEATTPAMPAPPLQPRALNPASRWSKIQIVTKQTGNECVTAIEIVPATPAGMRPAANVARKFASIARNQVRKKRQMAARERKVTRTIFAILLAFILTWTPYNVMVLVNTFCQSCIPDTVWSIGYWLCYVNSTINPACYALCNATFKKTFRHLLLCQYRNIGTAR
M1 antag – antagonists of human M1 muscarinic receptor. P11229. CHO-K1 hM1, Fluo-8 calcium fluorescence, ACh EC80 antagonist. inhibition, % at 3 µM. 1.3% of 360,000 active;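 active = percent inhibition above its own plate's cutoff, namely the mean of that plate's compound wells plus 3 SD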;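 note: peak over basal fluorescence ratio during 140 s after agonist addition; 0% = ACh EC80 plus DMSO and 100% = DMSO alone without agonist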
Target sequence (P11229 whole entry, looked up): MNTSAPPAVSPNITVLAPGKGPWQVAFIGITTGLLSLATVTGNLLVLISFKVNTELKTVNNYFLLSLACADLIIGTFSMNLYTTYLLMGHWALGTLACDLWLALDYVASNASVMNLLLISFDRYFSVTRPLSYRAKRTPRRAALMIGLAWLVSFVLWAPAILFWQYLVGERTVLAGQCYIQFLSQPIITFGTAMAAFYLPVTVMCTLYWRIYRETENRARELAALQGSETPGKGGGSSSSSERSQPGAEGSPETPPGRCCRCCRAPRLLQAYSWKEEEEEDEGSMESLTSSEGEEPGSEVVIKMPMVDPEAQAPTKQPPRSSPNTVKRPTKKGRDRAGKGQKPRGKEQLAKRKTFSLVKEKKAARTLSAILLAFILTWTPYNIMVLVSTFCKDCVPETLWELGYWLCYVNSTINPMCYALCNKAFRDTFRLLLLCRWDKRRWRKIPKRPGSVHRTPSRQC
M5 ag – CHRM5 agonism in calcium assay | AID 624037 | activation, % at 3 µM | P08912 | CHO-K1 hM5 cells, Fluo-8 calcium fluorescence; 0% DMSO wells, 100% maximal acetylcholine response | 0.19% of 360,000 active;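 active = activation above the run's mean over test compounds plus 3 SD, cut at about 23% in these data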;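 note: signal is peak over basal fluorescence ratio across the kinetic read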
M1 PAM – potentiates human M1 receptor response to acetylcholine; CHO-K1 hM1, Fluo-8 calcium fluorescence, ACh EC20; 0% = ACh EC20, 100% = maximal ACh; activation, % at 3 µM; 0.088% of 360,000 active; AID 588819; in the data active = activation above about 19%, passing the limit was not always enough
M4 ag – CHRM4 agonism in calcium assay | P08173 | 0.14% of 360,000 active | activation, % at 3 µM | AID 624127 | CHO-K1 hM4/Gqi5, Fluo-8 calcium fluorescence; vehicle 0%, full acetylcholine response 100%;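 active = activation above the run mean over all test wells plus 3 SD, cut at about 32% in these data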;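 note: peak over basal fluorescence ratio per well then scaled between controls; 0% = DMSO wells and 100% = acetylcholine at EC100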
CHRM5 PAM – CHRM5 positive allosteric modulation. 0.3% of 360,000 active. P08912. activation, % at 3 µM. AID 624038. CHO-K1 hM5, Fluo-8 calcium, ACh EC20 PAM; 0% = ACh EC20, 100% = ACh EC100;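 active = activation above the run cutoff, the mean activation of all test compounds plus 3 SD, cut at about 18% in these data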
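Replicates: One well per compound, no replicates | System: Human M5 receptor in CHO-K1 cells | Benchmarks: Low control EC20 acetylcholine (0%), high control EC100 acetylcholine (100%) | Probe or stimulus: Acetylcholine, EC20 level | Times: Fluo-8 loading 80 min at 37 °C plus 30 min room temperature | Signal: Intracellular calcium via Fluo-8 fluorescence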
CHRM4 PAM – potentiates acetylcholine response at human M4 receptor; P08173; CHO-K1 hM4/Gqi5, Fluo-8 calcium fluorescence, ACh EC20; 0% = ACh EC20, 100% = maximal ACh; activation, % at 3 µM; 0.4% of 360,000 active;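 active = activation above its plate's cutoff, the mean activation of sample wells plus 3 SD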; note: some results filed as inactive read as strong as hits
M5 antag – CHRM5 antagonism in calcium assay; CHO-hM5 cells, Fluo-8 calcium fluorescence, ACh EC80; inhibition, % at 3 µM; 0.59% of 360,000 active;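 active = inhibition above a per-plate cutoff, the mean of that plate's test compounds plus 3 SD, cut at about 27% in these data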;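 note: 0% = acetylcholine EC80 with DMSO and 100% = DMSO without agonist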
Numbers without * were called inactive; / = no result given.

SMILES	CRFBP-R2 agonist	CHRM4 antagonist	M1 antag	M5 ag	M1 PAM	M4 ag	CHRM5 PAM	CHRM4 PAM	M5 antag
O=S(=O)(c1cccs1)N1CCC(CO)(Cc2ccc(Cl)cc2)CC1	-0.8	-2	0	3	0	9	-6	-9	9
CC(=O)Nc1c(Cl)cc2c(c1Cl)C(=O)c1ccccc1-2	-3.9	-3	-14	-3	14	0	1	0	13
CCN(CC)S(=O)(=O)c1ccc2c(c1)nc(CCC(=O)OCC(=O)Nc1c(F)cccc1F)n2C	-0.6	4	4	-7	-3	3	-19	-8	15
O=C(NCc1nnc(SCC(=O)N2CCC(Cc3ccccc3)CC2)o1)c1ccccc1F	-1.3	-10	-10	3	-4	12	-6	-5	-2
CCCn1nnnc1SCC(=O)N1CCN(C(=O)c2ccco2)CC1	-3.1	1	-15	-1	12	1	3	2	0
COc1ccc(-c2ccc(C#N)c(OC(=O)c3c(Cl)cccc3Cl)n2)cc1	8.6	7	-7	-1	5	0	0	3	4
CC(=O)N1CCC(N(CCCOC(C)C)C(=O)Nc2ccc(C)c(C)c2)CC1	-1.3	14	-3	-2	2	0	-4	-5	4
COc1cccc(CN2CCCC(C(=O)Nc3ccc(-c4cscn4)cc3)C2)c1 (centres undefined)	2.2	-6	35*	0	-20	18	-3	-12	2
O=C(O)c1ccc(CS(=O)(=O)Cc2ccccc2F)o1	-0.4	5	13	-2	5	1	4	4	-2
Cc1cc(C)cc(NC(=O)CSc2nc3nc(C)cc(C)n3n2)c1	-0.4	-4	9	6	1	1	-3	5	8
COC(=O)CN(c1cc(C(F)(F)F)ccc1Cl)S(C)(=O)=O	0.2	4	-1	1	-7	1	-12	-2	4
CCc1noc(C)c1C(=O)NNC(=O)c1ccc(F)cc1	-0.2	12	9	2	-4	1	-4	-4	6
OCCN1CCN(C(=S)Nc2ccc(SC(F)F)cc2)CC1	2.8	-14	-8	0	9	7	-10	-3	2
CCc1ccc(/C=N/n2c(C3CCCCC3)n[nH]c2=S)cc1	5.9	12	12	-1	-11	16	-4	-8	12
COc1ccccc1N1CCN(CC(=O)c2c(C)[nH]c3ccccc23)CC1	1.9	4	-9	3	3	11	3	2	-6
O=C(NC(=S)Nc1ccc(N2CCCCC2)cc1)c1cccs1	8.3	-5	-8	4	7	2	-6	4	13
CN(C)N=Nc1ccc(S(=O)(=O)NC(=O)Cc2ccccc2)cc1	0.7	0	-22	0	19	1	5	3	-3
Cc1ccc(/C=N/NC(=O)CSc2nc3ccccc3n2Cc2ccc(Cl)cc2)o1	-1.4	7	1	3	3	2	3	-4	-6
COc1cccc(N2[C@@H](CC(C)=O)c3ccccc3S2(=O)=O)c1	-1.4	1	8	-2	-2	-1	-8	5	13
CCCCNC(=O)C(NC(=O)c1cccc(C(F)(F)F)c1)C(=O)c1ccccc1 (centres undefined)	/	6	-25	-1	0	1	-4	0	-1

Brought forward from above: 6 entries, followed by the next part.
SMILES	CRFBP-R2 agonist	CHRM4 antagonist	M1 antag	M5 ag	M1 PAM	M4 ag	CHRM5 PAM	CHRM4 PAM	M5 antag
COc1ccccc1N1CCN(CC(=O)c2c(C)[nH]c3ccccc23)CC1	1.9	4	-9	3	3	11	3	2	-6
O=C(NC(=S)Nc1ccc(N2CCCCC2)cc1)c1cccs1	8.3	-5	-8	4	7	2	-6	4	13
CN(C)N=Nc1ccc(S(=O)(=O)NC(=O)Cc2ccccc2)cc1	0.7	0	-22	0	19	1	5	3	-3
Cc1ccc(/C=N/NC(=O)CSc2nc3ccccc3n2Cc2ccc(Cl)cc2)o1	-1.4	7	1	3	3	2	3	-4	-6
COc1cccc(N2[C@@H](CC(C)=O)c3ccccc3S2(=O)=O)c1	-1.4	1	8	-2	-2	-1	-8	5	13
CCCCNC(=O)C(NC(=O)c1cccc(C(F)(F)F)c1)C(=O)c1ccccc1 (centres undefined)	/	6	-25	-1	0	1	-4	0	-1
COc1ccc(NC(=O)CCNC(=O)c2ccc([N+](=O)[O-])cc2)cc1S(=O)(=O)N1CCOCC1	0.2	-9	-12	4	6	0	1	1	5
CCN(CC)CCCn1c2c(c(SCC(=O)Nc3cccc(C)c3C)nc1=O)CCC2	-0.4	1	-12	-4	4	0	-4	-6	4
Cc1ccc(NC(=O)Cn2ncc3ccccc32)c(Cl)c1	0.6	-9	2	-6	-1	0	2	-10	-6
CCOC(=O)c1ccc(NC(=O)CCn2nnc3ccccc32)cc1	0.0	-6	2	-8	4	5	-13	13	-1
Cc1ccc(CN(C(=O)c2cc(=O)c3cc(C)cc(C)c3o2)C2CCS(=O)(=O)C2)cc1 (centres undefined)	0.7	3	-9	-2	6	4	-1	-9	-2
O=S1(=O)N=C(N(CCO)/N=C/c2ccc(Br)cc2)c2ccccc21	0.2	-3	11	-3	-9	2	-1	4	10
Cc1cc(NC(=O)COC(=O)c2cccc(OCc3ccccc3)c2)no1	0.7	-9	1	3	4	0	-1	7	3
Cc1ccc(C)c(NC(=S)NNC(=O)c2csc3c2CCC(C)C3)c1 (centres undefined)	-3.6	6	13	0	-6	-1	3	-7	-1
O/N=C/c1ccc(OCc2ccccc2)c(Cl)c1	-6.9	-4	-12	-5	5	1	-2	1	-5
O=C(CCN1CCN(C(=O)c2ccccc2)CC1)c1ccc(Br)cc1	1.4	7	7	-2	-8	3	-4	-13	13
NC(=O)NC(=O)COC(=O)CC12CC3CC(CC(C3)C1)C2	5.4	-1	-11	1	18	2	20*	10	-8
Cc1onc(-c2ccccc2Cl)c1C(=O)N1CCOC12CCCCC2	2.1	-17	-6	2	7	2	14	19*	4
CCOC(=O)C1(Cc2ccccc2)CCN(Cc2nccn2CC)CC1	4.2	6	-4	-5	-3	3	-5	-4	2
CC(=O)NN1C(=O)c2ccccc2NC1c1ccc([N+](=O)[O-])o1 (centres undefined)	-0.3	2	-7	-1	7	1	-1	-5	-7
COc1ccc2c(-c3ccccc3)cc3nnnn3c2c1	-2.1	0	-13	0	8	1	-1	3	-3
O=C(Nc1ccc(F)c(Cl)c1)c1cc(C2CCCCN2C(=O)c2ccc3c(c2)CCO3)on1 (centres undefined)	/	-13	15	1	-11	8	-9	-5	-1
Cc1cccc(OCC(=O)N/N=C\C=C\c2ccc3c(c2)OCO3)c1C	3.2	2	-33	0	4	0	0	-1	5
CC(C)OC(=O)Cn1nc(C(F)(F)F)c2c1CCCC2	-0.8	-9	0	-4	2	1	-1	3	0
CC1CC(C)CN(C(=O)CSc2nc(N)cc(=O)[nH]2)C1 (centres undefined)	0.2	-1	-15	-1	10	1	6	4	-5
COc1ccc(C2(C)NC(=O)N(CC(=O)NC(C)c3ccc(CC(C)C)cc3)C2=O)cc1 (centres undefined)	1.6	-1	-6	4	7	6	-8	-3	9

Taken from above:
Under CHRM5 PAM, Cc1cc(NC(=O)COC(=O)c2cccc(OCc3ccccc3)c2)no1 has -1
Under M4 ag, NC(=O)NC(=O)COC(=O)CC12CC3CC(CC(C3)C1)C2 has 2

Continuation.
Each structure is followed by: CRFBP-R2 agonist | CHRM4 antagonist | M1 antag | M5 ag | M1 PAM | M4 ag | CHRM5 PAM | CHRM4 PAM | M5 antag
CCc1ccc(NC(=O)C2C3C=CC(C4CC34)C2C(=O)O)cc1 (centres undefined)
 : -0.7 | 2 | -9 | -2 | -3 | 0 | 2 | 1 | -4
Cc1ccccc1-c1cc2c(c3c1ccn3C)C1CCC2C1 (centres undefined)
 : / | -5 | 16 | 4 | -3 | -1 | -3 | -3 | -5
O=C(CCCOc1ccccc1)N1CCc2ccccc2C1
 : -3.5 | 9 | -3 | -1 | 3 | 0 | -1 | -6 | 3
O=C(CN1C(=O)NC2(CCCCCC2)C1=O)Nc1ccc(Br)cc1Br
 : 1.5 | -10 | 0 | 2 | 2 | 0 | -5 | 0 | -3
O=C(CN1CCCCC1)Nc1ccc(N2CCCCCC2)cc1
 : 1.0 | 8 | 10 | -15 | -7 | 1 | -8 | -8 | 9
O=C(COC(=O)c1cc(Cl)nc(Cl)c1)Nc1ccc(Cl)c(S(=O)(=O)N2CCOCC2)c1
 : 2.0 | 10 | 4 | 2 | 2 | 2 | 0 | 1 | 8
CCc1cc2c(=O)c(-c3cnn(-c4ccccc4)c3)c(C)oc2cc1OCC(=O)Nc1cccc(C)c1
 : -0.5 | 3 | -4 | -1 | 4 | 1 | -3 | 2 | 9
Cc1cc(C)c(NC(=O)c2ccc(CN3CCc4ccccc4C3)cc2)c(C)c1
 : 0.1 | 6 | -2 | -7 | -6 | 0 | -8 | -7 | 8
O=C(O)CSc1nnc2c(n1)[nH]c1ccccc12
 : -1.3 | 3 | 5 | -5 | 2 | 1 | -11 | 1 | 34*
Cc1nc(NC(=O)CSc2cc(C)c3ccccc3n2)c(Cl)cc1Cl
 : 2.8 | 7 | 1 | -4 | 1 | 0 | 3 | 19 | 3

Each structure is followed by: CRFBP-R2 agonist | CHRM4 antagonist | M1 antag | M5 ag | M1 PAM | M4 ag | CHRM5 PAM | CHRM4 PAM | M5 antag
CCOC(=O)COc1c(/C=N\O)cc(Cl)cc1OC
 : 1.6 | -2 | -12 | -4 | 15 | 1 | 6 | 2 | -15
COc1cc(C2Nc3ccccc3NC3=C2C(=O)CC(C)(C)C3)cc(OC)c1OC(C)=O (centres undefined)
 : 1.2 | 6 | -1 | -1 | 1 | 0 | -3 | -3 | 11
CCN(CC(=O)NCC1CCCO1)S(=O)(=O)c1ccc2ccccc2c1 (centres undefined)
 : -1.7 | -1 | -2 | -2 | 1 | 2 | 8 | -1 | 4
O=C1NC(=O)/C(=C/c2ccc(O)cc2)S1
 : 1.2 | -3 | -8 | -4 | 9 | 1 | -2 | 1 | 0
COc1ccc(N2CC(NC(=O)c3cccc4ccccc34)CC2=O)cc1OC (centres undefined)
 : 0.5 | 0 | 3 | 0 | 2 | 3 | 1 | 0 | -6
Cc1n(Cc2ccccc2)c2ccccc2[n+]1Cc1ccccc1
 : -2.2 | 9 | 17 | -17 | -13 | 1 | -11 | -13 | 28*
Cc1ccc(NC(=O)Cc2ccsc2)cc1Cl
 : -0.4 | 0 | -14 | -4 | 2 | 1 | -3 | 0 | 7
CS(=O)(=O)N(CC(=O)Nc1ccc2c(c1)OCCO2)Cc1ccc(Cl)cc1
 : -1.8 | -9 | -24 | 0 | 6 | 3 | -6 | -2 | 4
CC(C)(C)[C@@H]1C=C(C(=O)N2CCN(Cc3ccccc3)CC2)O[C@H](OCCCCO)C1
 : -3.9 | 2 | -7 | 0 | 9 | 1 | 2 | 1 | 8
COc1ccc(Cl)cc1S(=O)(=O)N1CCN=C1C
 : 4.5 | -5 | 12 | -1 | -9 | 0 | -3 | 2 | -1
CCn1c(=O)c(-[n+]2ccccc2)c(O)c2ccccc21
 : 0.6 | -16 | -20 | -7 | 2 | 1 | 11 | 7 | -2

Compound activity as filed in PubChem BioAssay.

No enrichment for hits. About 2.8% of those tested had a hit in this group.
